hiPSC survival = enhancers of single-cell hiPSC survival, primary screen, ATPlite luminescence. 100% = ROCK inhibitor wells, 0% = DMSO. survival enhancement, % at 20 µM. 360,000 tested, 0.044% active. AID 602274, 2012; in the data active means survival enhancement above about 18%;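 further: cells exposed to compounds for 16 hours before the ATP read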
C8 TRAIL sens = viability loss with TRAIL in NB7+C8 cells, primary screen, TRAIL sensitizer project, cell-based, ATPlite luminescence. 360,000 tested, 1% active. inhibition (viability loss, TRAIL sensitization), % at 10 µM;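 active means compounds causing at least 50% loss of cell viability in the single-dose screen, relative to plate controls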
HIF-2a inh = HIF-2a reporter inhibitors, primary screen, luminescence, 786-0 RCC cells; 786-0 RCC cells HIF-2a reporter, luciferase luminescence, overnight; 360,000 tested, 0.72% active; inhibition, % at 18.8 µM;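 active means inhibition of the luminescence signal of 40% or more relative to plate controls, in a single-dose primary screen at 18.75 µM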
NR2E3 ag-1 = inhibitors of NR2E3-RetCOR corepressor binding, primary screen, NR2E3 agonist project, biochemical, TR-FRET, GST-NR2E3, biotin-RetCOR; Photoreceptor-specific nuclear receptor (Homo sapiens), Q9Y5X4; 1536-well; inhibition of corepressor binding, % at 4.78 µM; 320,000 tested, 0.12% active; AID 2300, 2010;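 active means percent inhibition above the cutoff of mean plus 3 SD of all tested compounds, set per screening campaign, cut at about 20% in these data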;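 further: 0% = DMSO wells and 100% = biotin wells as full block of FRET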
Target sequence (Q9Y5X4 whole entry, looked up): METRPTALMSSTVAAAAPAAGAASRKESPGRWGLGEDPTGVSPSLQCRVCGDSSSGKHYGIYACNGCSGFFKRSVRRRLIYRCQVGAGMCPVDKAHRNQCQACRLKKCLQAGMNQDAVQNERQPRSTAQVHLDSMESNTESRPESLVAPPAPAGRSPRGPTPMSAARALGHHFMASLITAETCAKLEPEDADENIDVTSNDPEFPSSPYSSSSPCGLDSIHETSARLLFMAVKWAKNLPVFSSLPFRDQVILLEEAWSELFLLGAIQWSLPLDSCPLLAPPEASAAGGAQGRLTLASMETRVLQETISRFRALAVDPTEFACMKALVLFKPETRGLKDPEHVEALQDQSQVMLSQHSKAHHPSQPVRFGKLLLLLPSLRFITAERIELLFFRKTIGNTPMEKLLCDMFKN
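Assay system: NR2E3–RetCOR corepressor complex. Quantity: 1.35 nM GST-NR2E3. Buffer or medium: pH 7.5 Tris-based buffer. Reagent: biotinylated RetCOR corepressor at 7 nM final. Schedule: 5 h at 4 °C. Detection: TR-FRET, emission read at 617 and 671 nm. Replicates: one well per compound, singlicate testing.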
KKLEB cytotox = cytotoxicity in KKLEB CF airway cells, primary screen, cytotoxicity control for CF NF-kB inhibitor project, cell-based, uHTS, fluorescence assay plates; KKLEB CF airway cells viability, ATPlite luminescence, overnight; active compounds read low; cells stimulated with P. aeruginosa culture filtrate; activity change (cytotoxicity), % at 5 µM; 360,000 tested, 0.36% active; AID 602141, 2011;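 active means corrected activity change at or below -50% at 5 µM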
MITF TRPM1 inh = inhibitors of MITF-dependent TRPM1 promoter reporter, primary screen, cell-based, SK-MEL-5, single point, luciferase; SK-MEL-5 TRPM1 promoter luciferase, 24 h; inhibition, % at 12.5 µM; 330,000 tested, 0.83% active; AID 488899, 2010;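 active means mean inhibition across replicates of 60% or more, whatever share of single replicates reaches that level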; further: values of inactives mirror those of a sister screen read the other way
LMP1 NFkB inh = EBV LMP1-driven NF-kappaB luciferase reporter inhibitors, primary screen, cell-based, luminescence, single point; LMP1-induced NF-kappaB luciferase reporter cells; inhibition, % at 12.5 µM; 350,000 tested, 0.69% active; AID 504558, 2011; in the data active means inhibition above about 41%;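 further: 0% = neutral control wells and 100% = reference inhibitor control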
Peg3 prom inh = Peg3 promoter-driven luciferase inhibitors, primary screen, cell-based, HeLa, luciferase luminescence; 360,000 tested, 1.7% active; HeLa PEG-Prom luciferase reporter, overnight; AID 588405, 2011; inhibition, % at 20 µM;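 active means inhibition of at least 50% at 20 µM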
NR2E3 ag-2 = NR2E3 agonists in two-hybrid cells, primary screen, cell-based, luminescence, CHO-S, Gal4-NCOR/VP16-NR2E3. luciferase. inhibition of corepressor binding, % at 3.98 µM. 360,000 tested, 0.35% active. AID 602229, 2012;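 active means inhibition above the mean of all tested compounds plus 3 SD, cut at about 70% in these data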;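 further: 0% = DMSO with NR2E3 transfected cells and 100% = cells lacking NR2E3 construct; higher means lower luciferase signal from less NR2E3 corepressor binding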
Shn3 3UTR inh = reduction of Shn3 3'UTR firefly luciferase signal, primary screen, Schnurri-3 inhibitor project, cell-based, Clone20 osteoblasts, set 2. AID 588674, 2011. inhibition, % at 12.5 µM. Clone20 osteoblast Shn3 3'UTR firefly luciferase, 24 h. 360,000 tested, 0.52% active;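 active means mean inhibition of at least 75% with every replicate also reaching 75%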;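 further: 0% = median of neutral control wells and 100% = pilot-screen positive control compound; some compounds past the cut are filed as inactive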
CF NFkB inh = inhibitors of PAF-induced NF-kB signaling, primary screen, cell-based, GFP fluorescence, uHTS; 360,000 tested, 0.86% active; inhibition, % at 5 µM; AID 588850, 2011; KKLEB NF-kB-GFP reporter, GFP fluorescence overnight;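 active means at least 50% inhibition at 5 µM, scaled per plate between neutral and stimulator controls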;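 further: PAF is a Pseudomonas aeruginosa culture filtrate used as stimulus; plate controls were PAF-stimulated DMSO wells for no effect and unstimulated DMSO wells for full effect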
Active calls of the source: *; . = no result given. A portion of the library (hit frequency here may not be typical).

Values run as follows: NR2E3 ag-1	Shn3 3UTR inh	NR2E3 ag-2	hiPSC survival	C8 TRAIL sens	HIF-2a inh	CF NFkB inh	Peg3 prom inh	LMP1 NFkB inh	MITF TRPM1 inh	KKLEB cytotox
CC(=O)Nc1ccc(-n2c(C)ccc2-c2ccccc2)cc1
 : -3	-16	13	0.2	-20	11	3	21	-4	8	6
O=C(NN1C(=O)c2ccccc2NC1c1ccco1)c1ccc(Br)cc1 (configuration not stated)
 : -2	2	-32	-0.1	-1	-39	15	-40	-24	-13	-4
CCOCc1c(C(=O)OCC(=O)/C(C#N)=C(\C)N)oc2ccccc12
 : -4	7	-6	1.9	-2	11	30	19	-5	-7	-10
COc1ccc(Cl)cc1C1=CC(=O)C[C@H](c2ccc(F)cc2)C1
 : -2	-4	-42	4.5	-7	15	34	6	0	-11	-15
O=[N+]([O-])c1cccc(CN2[C@@H](Cc3ccccc3)COCCS2(=O)=O)c1
 : 4	6	5	-1.4	-14	16	-20	5	3	-14	-7
CN(C)CC(C)(C)CNC(=O)C1CCN(CCCc2ccccc2)CC1
 : 4	7	-26	0.0	-13	16	6	-17	0	-10	8
Cc1ccc(N(Cc2ccc(C(=O)NCCSc3ccccn3)cc2)S(C)(=O)=O)cc1C
 : -1	-16	3	-3.4	-1	7	11	31	6	-4	5
C=CCNC(=O)c1ccccc1NC(=O)COc1ccc(OC)cc1
 : -3	-5	4	-0.2	-2	5	5	4	5	-9	7
CN(C(=O)CSc1nc2ccccc2c(=O)n1C)C1CCS(=O)(=O)C1 (configuration not stated)
 : .	71	-18	2.3	6	12	19	16	-16	2	19
CCC(=O)N1CCC2(CC1)Oc1ccc(F)cc1C(=O)C21CC(c2ccc(Cl)cc2)=NO1 (configuration not stated)
 : 0	7	-29	-2.4	5	22	6	3	12	-1	-7
COC(=O)c1ccc(-n2nnnc2SCC(=O)N2CCCCC2)cc1
 : -3	27	-15	-0.1	-12	11	14	30	-4	8	-4
CN1CCN(c2ccc(Cl)cc2NC(=O)c2ccc(S(=O)(=O)N(C)C)cc2)CC1
 : 4	-41	12	-5.0	-1	-4	16	16	0	-11	-16
OCCNCc1cc(Br)ccc1OCc1ccc(F)cc1
 : -1	9	0	-2.4	-1	16	-4	-5	-7	-8	6
CC(=O)C1=C(C)N(Cc2ccccc2)C(=O)N[C@@H]1c1cccc(C(F)(F)F)c1
 : 4	7	-14	-1.1	-6	-5	7	0	16	3	-23
CN(C)C(=O)CCc1ccc2c3c([nH]c2c1)[C@]1(C)[C@@H](C(=O)N2CCCCC2)C[C@H](CC(=O)NCCC2=CCCCC2)C(=O)N1CC3
 : .	0	7	1.0	13	6	-3	1	-2	-2	1
Cc1ccc(C(=O)C(C)Sc2nnc(N)s2)cc1 (configuration not stated)
 : 0	2	-1	0.5	-5	3	17	-5	-4	-2	0
CC(C)(CNC(=O)c1ccc(Br)o1)N1CCOCC1
 : .	6	-3	-0.4	-4	2	8	-1	1	8	-5
Nc1nc(CSc2ncn(-c3ccccc3)n2)cs1
 : 4	19	-90	-2.7	-8	-228	6	-199	-8	-61	-8
CC1CCN(C(=O)c2ccc(NC(=O)c3ccccc3)cc2)CC1
 : 1	0	-23	-0.6	-2	-10	7	3	4	-36	10
Cc1cc(-c2n[nH]c(=S)n2/N=C/c2ccc(C)s2)n[nH]1
 : -3	-20	-13	0.0	-8	5	-8	1	0	14	-5

Other compounds
Values run as follows: NR2E3 ag-1	Shn3 3UTR inh	NR2E3 ag-2	hiPSC survival	C8 TRAIL sens	HIF-2a inh	CF NFkB inh	Peg3 prom inh	LMP1 NFkB inh	MITF TRPM1 inh	KKLEB cytotox
CC(=O)c1c(O)cc(O)c(C(C)=O)c1O
 : 3	12	80*	-0.4	2	-3	59*	5	3	13	-11
O=C(CCCSc1nnnn1-c1cccc2ccccc12)c1ccc(F)cc1
 : 2	45	32	-2.7	-7	2	-1	7	1	-10	-1
CC(=O)Oc1ccc(-c2cccc(C(=O)N(C)c3ccc(O)cc3)c2)cc1
 : -3	-6	-23	-0.6	-9	6	6	7	-14	-14	8
Cc1c(Cc2ccccc2)sc(/N=C/c2c(O)ccc3ccccc23)c1C(N)=O
 : -1	-7	1	-2.0	-9	0	5	27	-4	-1	2
CC(NC(=O)c1ccccc1)C(=O)NC1=NCCS1 (configuration not stated)
 : -3	2	-26	1.5	-18	15	3	7	-9	-1	4
O=C(OCCNC(=O)c1ccc2ccccc2n1)c1ccc(F)cc1
 : -2	13	-11	-0.3	3	-27	-9	-15	-3	6	-8
NC(=O)C1CCN(CC(=O)Nc2ccccc2C(=O)NC2CC2)CC1
 : 4	-17	-1	-0.2	-11	9	4	2	6	10	16
Cc1ccc(NC(=O)c2c(F)cccc2Cl)cc1S(=O)(=O)N1CCOCC1
 : -1	17	6	1.4	5	-9	-1	16	0	0	-3
Cc1ccc(NC(=O)c2ccc(Cl)c(S(=O)(=O)N3CCCCC3)c2)nc1
 : 2	17	-23	-0.4	-18	-35	0	-1	9	-4	0
O=C(Cc1ccc(N2CCNC2=O)cc1)N1CCCC(Nc2ccc(F)c(F)c2)C1 (configuration not stated)
 : -1	22	-48	-0.4	4	13	44	19	-14	31	-25
CCC(C)C(NC(=O)C1CCC(C)CC1)C(=O)NCc1ccccn1 (configuration not stated)
 : 2	-15	5	1.3	-1	19	11	-12	-16	2	-4
Cc1cc(C)c2c(CC(=O)N(CCC#N)Cc3cccnc3)coc2c1
 : -2	-5	-10	-1.1	-18	19	1	17	5	-3	0
O=C(CN1CCC(C(=O)c2ccc(F)cc2)CC1)Nc1ccc(F)cc1
 : 3	24	-24	-2.7	-4	-16	0	-70	19	16	-2
CCCn1c(O)c(N=NC(=O)CNC(=O)c2ccncc2)c2ccccc21
 : -2	-1	27	-0.4	-17	15	-3	2	-1	10	-4
COc1cc(C(=O)N2CCN(c3ncnc4sc(C)c(C)c34)CC2)cc(OC)c1OC
 : 0	42	26	-0.7	13	26	4	12	29	9	2
CNC(=S)N1CCC(C(=O)c2ccc(Cl)cc2)CC1
 : .	-9	-14	-1.1	3	3	-10	-11	6	.	10
COC(=O)c1ccc(NC(=O)C[n+]2ccccc2)cc1
 : 0	0	2	-0.5	4	13	-8	12	-7	2	19
CC(=O)N(CC1CCCO1)c1nnc(-c2ccccn2)s1 (configuration not stated)
 : -2	-39	-44	-1.6	2	-67	-6	-86	9	-11	8
COc1ccc(OC(C)C(=O)N(C)Cc2nc(-c3ccc(OC)cc3)no2)cc1 (configuration not stated)
 : 2	8	-1	0.4	1	10	0	13	9	3	12
O=C(NCCc1ccco1)C(=O)NCC1OCCCN1S(=O)(=O)c1cc(F)ccc1F (configuration not stated)
 : 2	0	-41	0.1	-1	7	-34	7	-14	5	11

Later entries
Values run as follows: NR2E3 ag-1	Shn3 3UTR inh	NR2E3 ag-2	hiPSC survival	C8 TRAIL sens	HIF-2a inh	CF NFkB inh	Peg3 prom inh	LMP1 NFkB inh	MITF TRPM1 inh	KKLEB cytotox
CC(C)CCN1NC2(CCC(C)CC2)NC1=S (configuration not stated)
 : -3	13	-23	-0.3	-2	7	6	5	3	-9	-8
O=C(Nc1ccccc1C(=O)N1CCCCC1)c1cc(F)c(F)cc1Cl
 : 0	-5	2	-0.2	-4	20	-2	8	-1	1	-3
C[C@H](O)[C@@H]1CN2CCc3c([nH]c4ccccc34)[C@@H]2C[C@@H]1N(C)C(=O)Nc1ccc(F)cc1
 : .	9	10	-1.4	-2	10	1	-1	-8	.	-7
COCCn1c(=NC(=O)C(C)(C)C)sc2cc([N+](=O)[O-])ccc21
 : 0	3	-36	0.0	9	-50	15	-39	0	8	-8
CCOc1ccc2nc(NCCO)[nH]c2c1
 : -2	3	7	-1.9	-12	3	-18	19	3	2	4
Cc1ccnc(NC(=O)CNC(=O)c2sc3ccccc3c2Cl)c1
 : 8	-108	-56	0.2	-1	-232	32	-316	-24	-89	-6
COc1cccc(NC(=O)CCS(=O)(=O)c2ccc3c(c2)oc(=O)n3C)c1
 : 1	-20	6	-0.4	-17	4	-8	-7	-8	4	7
Cc1ccc(NC(=O)CNS(=O)(=O)c2ccc(F)cc2)cc1C
 : 5	-18	-15	-0.3	-13	-4	-6	6	-2	-1	-12
N=C1/C(=C\c2ccc(-c3ccc(C(=O)O)cc3)o2)C(=O)N=C2SC=C(c3ccccc3)N12
 : .	-20	-12	0.8	10	-7	72*	-9	2	11	-5
CCc1ccc2nc3nc(C)cc(C)c3c(N)c2c1
 : -5	1	-14	-1.3	25	-52	-152	-13	-8	-18	8

An excerpt from above in order of formula weight, rising:
Values run as follows: NR2E3 ag-1	Shn3 3UTR inh	NR2E3 ag-2	hiPSC survival	C8 TRAIL sens	HIF-2a inh	CF NFkB inh	Peg3 prom inh	LMP1 NFkB inh	MITF TRPM1 inh	KKLEB cytotox
CCOc1ccc2nc(NCCO)[nH]c2c1
 : -2	3	7	-1.9	-12	3	-18	19	3	2	4
CC(C)CCN1NC2(CCC(C)CC2)NC1=S (configuration not stated)
 : -3	13	-23	-0.3	-2	7	6	5	3	-9	-8
COCCn1c(=NC(=O)C(C)(C)C)sc2cc([N+](=O)[O-])ccc21
 : 0	3	-36	0.0	9	-50	15	-39	0	8	-8
Cc1ccnc(NC(=O)CNC(=O)c2sc3ccccc3c2Cl)c1
 : 8	-108	-56	0.2	-1	-232	32	-316	-24	-89	-6
O=C(Nc1ccccc1C(=O)N1CCCCC1)c1cc(F)c(F)cc1Cl
 : 0	-5	2	-0.2	-4	20	-2	8	-1	1	-3
COc1cccc(NC(=O)CCS(=O)(=O)c2ccc3c(c2)oc(=O)n3C)c1
 : 1	-20	6	-0.4	-17	4	-8	-7	-8	4	7
COc1ccc(OC(C)C(=O)N(C)Cc2nc(-c3ccc(OC)cc3)no2)cc1 (configuration not stated)
 : 2	8	-1	0.4	1	10	0	13	9	3	12
C[C@H](O)[C@@H]1CN2CCc3c([nH]c4ccccc34)[C@@H]2C[C@@H]1N(C)C(=O)Nc1ccc(F)cc1
 : .	9	10	-1.4	-2	10	1	-1	-8	.	-7
N=C1/C(=C\c2ccc(-c3ccc(C(=O)O)cc3)o2)C(=O)N=C2SC=C(c3ccccc3)N12
 : .	-20	-12	0.8	10	-7	72*	-9	2	11	-5

Screens from PubChem BioAssay.
